Assay outcomes deposited in PubChem by Sanford-Burnham Center for Chemical Genomics.
KOR beta-arrestin-1 = KOR antagonists, beta-arrestin recruitment, cell-based, luminescence, uHTS (AID 1778); KOR beta-arrestin recruitment, luminescence, antagonist mode; higher % means a stronger effect; inhibition, % at 10 µM, or IC50 in µM where a hit was titrated; 0.091% of 290,000 active; further: strong numbers were not always called active
human PMI inhibitors = human PMI inhibitors, high substrate, primary screen, biochemical, fluorescence intensity, high mannose 6-phosphate (AID 1220) | 0.66% of 190,000 active | recombinant PMI enzyme, coupled fluorescence intensity; higher % means a stronger effect | inhibition, % at 20 µM, or IC50 in µM where a hit was titrated
KOR beta-arrestin-2 = KOR agonists, beta-arrestin recruitment, primary screen, cell-based, luminescence, uHTS (AID 1777); KOR beta-arrestin recruitment, luminescence; higher % means a stronger effect; activation, % at 10 µM; hits with a dose series show EC50 in µM; 0.02% of 280,000 active; in the data active means activation above about 50%, passing the limit was not always enough; further: a part of the inactive calls stands beside numbers as strong as those of hits
TNAP activators = stimulation of alkaline phosphatase TNAP activity – biochemical, luminescent, no phosphate acceptor, uHTS, primary screen (AID 1001); purified TNAP, luminescent activation assay, no phosphate acceptor; higher activation fold means a stronger effect; 0.03% of 200,000 active; activation fold at 20 µM, or EC50 in µM where a hit was titrated; in the data active means activation fold from about 3, or a potency from the dose series; inactive means the rest, 99 in 100 with activation fold below about 1.6; further: many of its hits are not listed in these tables
XIAP displacement = XIAP antagonists, biochemical, IAP family, fluorescence polarization (AID 1018) | XIAP BIR domain, fluorescence polarization peptide displacement; higher % means a stronger effect | displacement, % at 20 µM; hits with a dose series show IC50 in µM | 0.007% of 200,000 active; in the data active means displacement above about 50%; further: a part of the inactive calls stands beside numbers as strong as those of hits
NOD1 NF-kB reporter = NOD1 signaling inhibitors, primary screen, cell-based, luminescence, uHTS (AID 1578); NOD1-driven NF-kB luciferase reporter cells, luminescence; higher % means a stronger effect; inhibition, % at 4 µM, or EC50 in µM where a hit was titrated; 1% of 290,000 active; in the data active means inhibition mostly above about 36%, no sharp cut-off; inactive means mostly below about 34%;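 further: HEK-293T reporter cells stimulated with the NOD1 agonist gamma-tri-DAP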
PMI inhibitors = inhibitors of human PMI, primary screen, biochemical, fluorescence intensity, coupled assay (AID 1209); purified PMI enzyme, coupled fluorescence intensity; higher % means a stronger effect; one-dose inhibition, % at 20 µM; IC50 in µM for titrated hits; 0.42% of 190,000 active;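 further: plate controls were DMSO vehicle for no effect and wells lacking substrate for full effect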
NOD2 inhibition = NOD2 signaling inhibitors, cell-based, luminescence, uHTS, HEK293 (AID 1566) | 0.63% of 290,000 active | inhibition, % at 4 µM, or EC50 in µM where a hit was titrated | HEK293 NOD2/NF-kB luciferase reporter, luminescence; higher % means a stronger effect; further: many of its hits are not listed in these tables
LYP inhibition = PTPN22 lymphoid phosphatase activity blockers – biochemical, fluorescence intensity, uHTS (AID 1779); recombinant LYP phosphatase, fluorescence intensity; higher % means a stronger effect; 0.054% of 290,000 active; one-dose inhibition, % at 11.5 µM; IC50 in µM for titrated hits;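 further: plate controls were vehicle with enzyme for no effect and no enzyme for full effect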
The depositor's hits bear a star; . = not tested or not shown; [ ] = remark or other dose. Unless noted, no stated cut-off is given here; in the data, active means inhibition above about 50%; inactive means the rest. Some of the compounds tested; the hit share may differ from the screen's.

SMILES	KOR beta-arrestin-1	human PMI inhibitors	KOR beta-arrestin-2	TNAP activators	XIAP displacement	NOD1 NF-kB reporter	PMI inhibitors	NOD2 inhibition	LYP inhibition
CCc1ccc(-c2cc(C)no2)cc1S(=O)(=O)N1CCN(c2cc(C)ccc2C)CC1	-5%	.	3.8%	.	.	-19%	.	8%	0%
c1ccc2c(c1)nc(N1CCN(C3CCCCC3)CC1)c1nnnn12	-2%	2%	1.4%	1	-0.8%	-27%	5%	2%	-3%
O=C(Nc1nccs1)C1CCN(S(=O)(=O)c2ccc3c(c2)OCCCO3)CC1	-24%	2%	-9.4%	1	-6.6%	12%	0%	5%	-10%
COc1ccc(C(=O)Nn2c(C)nc3ccccc3c2=O)cc1[N+](=O)[O-]	-13%	.	0.5%	.	.	-11%	.	-12%	-4%
CN1CCN(C(=O)C2=C[C@H](c3coc4ccccc4c3=O)C[C@H](OCc3ccc(CO)cc3)O2)CC1	-10%	10%	-3.4%	1.1	-4.0%	-21%	6%	24%	-5%
Cc1ccc(C(=O)NC2CCN(C(=O)Nc3ccc(F)cc3)CC2)cc1	-19%	.	0.8%	.	.	2%	.	-1%	-6%
CC1=N/C(=C\c2ccc([N+](=O)[O-])cc2)C(=O)N1c1ccc(Cl)cc1	-10%	1%	0.2%	1	-1.5%	29%	-3%	1%	1%
Cc1ccc(C(=O)N2CC(=O)Nc3ccc(F)cc3C2c2ccc(F)cc2)cc1 (stereo not given)	25%	.	-3.9%	.	.	-14%	.	8%	-3%
Cc1ccc(SCC(=O)NC(=O)NC(C)C)c(C)c1	38%	13%	-2.7%	1.2	-10%	-2%	11%	9%	-3%
O=C(Nc1cccc(C(=O)O)c1)/C(=C\c1ccc2c(c1)OCO2)NC(=O)c1ccc(Br)cc1	-47%	-44%	11%	1.1	-8.4%	12%	-32%	4%	-6%
CCOC(=O)C1CCCN(Cc2c(C(=O)N3CCCCC3)nc3c(C)cccn23)C1 (stereo not given)	-1%	5%	-3.1%	1	-1.6%	-12%	16%	4%	-7%
COc1cc2ccccc2cc1C(=O)Nc1cccnc1	19%	16%	-5.0%	1	-2.4%	-41%	17%	-31%	-7%
CCC(=O)N1CCN(c2ccc(NC(=O)c3ccc4c(c3)OCO4)cc2)CC1	-8%	4%	-1.8%	1.2	-9.2%	-3%	-1%	-36%	-3%
COc1cc2c(cc1OC)CN(C(=O)CCOc1ccccc1C)CC2	-22%	.	0.6%	.	.	-4%	.	20%	-7%
Cn1cc(/C=C2/SC(=O)N(c3ccccc3)C2=O)c2ccccc21	-12%	-2%	3.6%	1	-4.0%	14%	4%	-11%	1%
Cc1cc(C(=O)O)c(CSCc2cc(C(=O)O)oc2C)o1	-28%	-14%	5.0%	1.1	-17%	-9%	0%	4%	-7%
COc1ccc(C(CNC(=O)c2cccc(S(=O)(=O)NCc3ccccc3)c2)N(C)C)cc1 (stereo not given)	29%	.	-2.9%	.	.	-35%	.	6%	-5%
COC(=O)c1ccc(NC(=O)CSCc2ccc(C)cc2)cc1	-17%	8%	-3.2%	1.1	-2.5%	10%	8%	14%	-4%
C[C@@]12C(=O)N(CCO)CC(=O)N1[C@H](/C=C/c1ccccc1)[C@@H]1C(=O)N(c3ccccc3)C(=O)[C@@H]12	-5%[20 µM]	.	-1.0%	.	.	-22%	.	2%	-13%
COc1ccc(CC(=O)N/N=C/c2ccc(-c3ccc(F)cc3)o2)cc1OC	29%	.	1.6%	.	.	-3%	.	13%	0%
NC(=O)C1CCN(C(=O)c2ccco2)CC1	3%	-13%	11%	1	-4.0%	-23%	-7%	-4%	1%
CC(OC(=O)c1cc(S(=O)(=O)N2CCOCC2)ccc1F)C(=O)NC1CCCCC1C (stereo not given)	4%	.	-4.0%	.	.	-18%	.	2%	-10%
COc1ccc(NS(=O)(=O)c2csc(C(N)=O)c2)cc1	-6%	.	-5.0%	.	.	-2%	.	10%	-11%
COc1ccc(Cn2nnnc2C(c2cccnc2)N2CCN(c3ccc(O)cc3)CC2)cc1 (stereo not given)	-22%	27%	-2.3%	1.1	0.2%	-21%	29%	-23%	3%
CCOC(OCC)c1ccc(/C=C\c2nccc(N)n2)cc1	-23%	.	0.4%	.	.	-12%	.	-12%	-2%

(cont.)
SMILES	KOR beta-arrestin-1	human PMI inhibitors	KOR beta-arrestin-2	TNAP activators	XIAP displacement	NOD1 NF-kB reporter	PMI inhibitors	NOD2 inhibition	LYP inhibition
COc1ccccc1NC(=O)Cn1nc(Cc2cccnc2)c2ccccc2c1=O	10%	.	-2.2%	.	.	-8%	.	21%	1%
Cc1noc(C)c1C(=O)Nc1ccc(F)cc1	-11%	8%	-2.6%	1	-8.0%	-35%	3%	9%	-2%
COc1cccc(N2CCN(C(=O)c3oc4ccccc4c3NC(=O)CCc3cc(OC)no3)CC2)c1	-9%	.	-1.2%	.	.	-49%	.	-8%	2%
C[C@H](NC(=O)C1CC(=O)N(c2ccc3c(c2)OCO3)C1)C(=O)NCc1ccco1 (stereo not given in full)	-18%	.	2.5%	.	.	3%	.	9%	-11%
Cc1c(Cl)cccc1NC(=O)NCc1ccc(C)n1C	-16%	.	-0.5%	.	.	-2%	.	-9%	-5%
CC(C)c1ccc(OCC(=O)NNC(=O)c2cnccn2)cc1	8%	.	3.8%	.	.	-8%	.	8%	-4%
CCOc1ccc(OCC(=O)NCCc2nc3ccccc3[nH]2)cc1	-18%	-7%	0.5%	1	-0.1%	19%	-8%	4%	-4%
NC(=O)c1c(NC(=O)CN2CCOCC2)sc2c1CCC2	3%	-5%	-4.8%	1.1	-4.2%	-33%	-8%	5%	-4%
C=C(C)C1CC=C(C)/C(=N/NC(=O)CNc2ccc(C)cc2C)C1 (stereo not given)	0%	-3%	0.2%	1.1	.	-28%	-2%	-9%	-3%
O=C(COc1cccnc1[N+](=O)[O-])Nc1ccc2c(c1)OCO2	-13%	12%	-2.4%	1.1	-0.4%	-33%	6%	-7%	-3%
COc1cccc(C(=O)Nn2cnnc2)c1	-17%[20 µM]	-11%	.	1.1	-1.7%	-27%	-10%	8%	-5%
Cc1cc(C)nc(SCC(=O)c2ccc(C)c(C)c2)n1	26%	.	-4.5%	.	.	-6%	.	22%	-3%
CC(C)(O)C#Cc1ccc(C(=O)N2CCC(C(N)=O)(N3CCCCC3)CC2)o1	-23%	.	-2.0%	.	.	-39%	.	-21%	-13%
CC(=O)Nc1ccc(Nc2nc(C)c([N+](=O)[O-])c(Nc3ccccc3)n2)cc1	-19%	6%	17%	0.9	-3.8%	53%	9%	20%	-8%
O=C(Cc1ccccc1)Nc1ccccc1C(=O)N1CCCCC1	-13%	.	10%	.	.	-40%	.	-1%	-5%
Cc1nc(-c2ccc(S(=O)(=O)Nc3cc(F)ccc3F)cc2)co1	-3%	.	-3.2%	.	.	-11%	.	12%	-13%
CC(C)[C@H](NC(=O)C1CCN(C(=O)[C@H](Cc2ccccc2)NC(=O)OC(C)(C)C)CC1)C(=O)O	-10%	.	-6.4%	.	.	-1%	.	17%	-6%
COc1ccccc1CNC(=O)c1cc2c(C)nn(Cc3ccc(F)cc3)c2s1	14%	6%	2.7%	1	-4.1%	2%	4%	7%	-4%
O=C(CP(=O)(c1ccccc1)c1ccccc1)N1CCOCC1	-17%[20 µM]	.	.	1.1	-2.7%	-36%	.	19%	-8%
Cc1cc(C)c2nc(N)sc2c1	-1%	8%	-0.4%	1	-3.8%	-29%	8%	-5%	-7%
COc1ccc(/C=N/N2C(=O)CN(C(=O)c3ccccc3)C2c2ccc(OC)cc2)cc1 (stereo not given)	26%	.	5.7%	.	.	9%	.	19%	1%
CNCc1ccccc1Sc1cccc(O)c1	20%	-2%	1.5%	1.1	1.1%	-11%	-7%	4%	5%
COc1ccc(OCC(=O)Nc2cc(OC)ccc2N2CCCCC2)cc1	-14%	.	-0.4%	.	.	-6%	.	14%	-6%
Cc1cc(-c2cc(-c3ccc(Cl)cc3)on2)nc(NC2CCCC2)n1	-16%	.	7.8%	.	.	11%	.	7%	2%
O=C(c1ccco1)N1N=C(c2cccs2)CC1c1ccccc1O (stereo not given)	-4%	.	2.8%	.	.	-26%	.	-27%	0%

Record cards, from the list above:
CC(=O)Nc1ccc(Nc2nc(C)c([N+](=O)[O-])c(Nc3ccccc3)n2)cc1 reads KOR beta-arrestin-1 = -19%; human PMI inhibitors = 6%; KOR beta-arrestin-2 = 17%; TNAP activators = 0.9; XIAP displacement = -3.8%; NOD1 NF-kB reporter = 53%; PMI inhibitors = 9%; NOD2 inhibition = 20%; LYP inhibition = -8%
O=C(COc1cccnc1[N+](=O)[O-])Nc1ccc2c(c1)OCO2 reads KOR beta-arrestin-1 = -13%; human PMI inhibitors = 12%; KOR beta-arrestin-2 = -2.4%; TNAP activators = 1.1; XIAP displacement = -0.4%; NOD1 NF-kB reporter = -33%; PMI inhibitors = 6%; NOD2 inhibition = -7%; LYP inhibition = -3%
COc1ccc(/C=N/N2C(=O)CN(C(=O)c3ccccc3)C2c2ccc(OC)cc2)cc1 (stereo not given) reads KOR beta-arrestin-1 = 26%; human PMI inhibitors = .; KOR beta-arrestin-2 = 5.7%; TNAP activators = .; XIAP displacement = .; NOD1 NF-kB reporter = 9%; PMI inhibitors = .; NOD2 inhibition = 19%; LYP inhibition = 1%

Next section:
SMILES	KOR beta-arrestin-1	human PMI inhibitors	KOR beta-arrestin-2	TNAP activators	XIAP displacement	NOD1 NF-kB reporter	PMI inhibitors	NOD2 inhibition	LYP inhibition
CCOc1ccccc1CNc1nnnn1C	-8%	.	2.8%	.	.	-18%	.	-3%	-10%
NS(=O)(=O)c1ccc(CCNC(=O)Nc2ccc(Cl)cc2)cc1	-30%	0%	-4.6%	1.1	-5.7%	16%	4%	10%	-11%
COc1ccc(C2c3[nH]c4ccccc4c3CCN2C(=O)c2ccccc2C(C)=O)c(F)c1 (stereo not given)	-17%[20 µM]	.	4.1%	.	.	56%	.	2%	1%
Cc1ccc(O)c(CNc2nc3ccccc3[nH]2)c1	-21%[20 µM]	.	-6.5%	.	.	-42%	.	-11%	0%
CC1CCC(NC(=O)CCN2C(=O)C3C4C=CC(C4)C3C2=O)CC1 (stereo not given)	-6%	.	-2.1%	.	.	14%	.	15%	-9%
CCOC(=O)C1CCCN(CC(=O)NC2CC2)C1 (stereo not given)	-20%	-4%	8.4%	1	-0.7%	-4%	1%	6%	-12%
Cc1nc2c(C#N)cnn2c2c1CCN2CC1CCCO1 (stereo not given)	-20%[20 µM]	12%	4.6%	1.1	-6.8%	-24%	-8%	-4%	4%
O=C(CSc1ncccn1)NCc1cccc(Cl)c1	19%	-8%	-1.6%	1	-3.7%	-14%	-5%	-52%	-6%
O=C(COc1ccc(S(=O)(=O)N2CCOCC2)cc1Cl)NCC1CCCO1 (stereo not given)	18%	.	-3.8%	.	.	1%	.	2%	-12%
Cc1ccc(S(=O)(=O)N2CCC(C(N)=O)CC2)cc1[N+](=O)[O-]	-39%[20 µM]	.	0.2%	.	.	-16%	.	14%	-3%
CCc1ccccc1Nc1ncnc2ccccc12	-13%	.	-3.0%	.	.	0%	.	14%	-8%
CC(C)c1ccc(CNCc2ccccc2)cc1	-8%	-8%	-2.0%	1.1	-7.4%	20%	-5%	11%	-13%
Cn1nc(-c2ccccc2)c(CO)c1Oc1ccc(F)cc1	18%	1%	-2.7%	1	-8.3%	-20%	-3%	4%	-6%
Cc1ccccc1C(=O)NCCn1cc(SCC(=O)NCC2CCCO2)c2ccccc21 (stereo not given)	-5%	.	7.1%	.	.	-6%	.	5%	-5%
CCOC(=O)c1c(N)sc(C(=O)OC)c1C	-81%[20 µM]	-9%	-1.0%	1.1	-9.8%	-7%	-7%	-4%	-7%
O=C(COC(=O)c1ccco1)NC1CCCCC1	12%	-6%	-3.8%	1	-1.4%	-17%	-3%	-4%	-9%
COc1ccc(/C=C/C(=O)Nc2ccc(C(N)=O)cc2)cc1OC	16%	.	2.7%	.	.	-6%	.	21%	-3%
